Screens from PubChem.
Hsp90 Hop PPI: changes Hsp90-Hop TPR2A binding signal, up or down; AlphaScreen TPR2A-His6 binding biotin-Hsp90 C-terminal peptide; Potency, µM (series often up to 57 µM), for inactives: at the top dose activity change, negative = inhibition; 71,000 tested, 0.44% active; active = well fitted curve in either direction with a large enough effect; inconclusive = small, poorly fitted or top-dose-only effect, or another doubt; note: potency is the fitted concentration of half-maximal effect; % is set by controls: 0 for no effect and ±100 for the full control effect; many of its hits are not listed in these tables
Rhodamine autofl: compound autofluorescence in rhodamine spectral region; Rhodamine-region fluorescence, 547/598 nm, Tris buffer; hits give high values; max dye-equivalent concentration, M; 59,000 tested, 0.05% active; AID 594; in the data active = max dye-equivalent concentration above about 11 nM; inconclusive = between about 1.1 nM and that limit
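Intrinsic compound fluorescence, ex 547 / em 598 nm, CCD imager. Tris 100 mM pH 8.0; 15 min RT. Output = rhodamine dye-equivalent concentration at each compound concentration.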
4MU fluor: compounds fluorescent in 4-MU spectral region; 59,000 tested, 11% active; AID 589; compound autofluorescence, 340/450 nm, 4-MU equivalents; hits give high values; max dye-equivalent concentration, M; in the data active = max dye-equivalent concentration above about 10 nM; inconclusive = mostly about 1.1 nM to 9.6 nM
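Compounds in 100 mM Tris, pH 8.0, incubated 15 min at room temperature, then fluorescence read at 340 nm excitation/450 nm emission. Signal converted to 4-MU dye-equivalent concentration using an on-plate six-point 4-MU standard curve.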
GFP derepression: epigenetic GFP locus derepression in mouse cells | Potency, µM (titrated, usually from 46.1 µM), for inactives: top-dose GFP derepression (activation) | AID 597 | 68,000 tested, 0.09% active | mouse C127i GFP locus derepression, cytometry, 30 h; note: % of control where 0% means no effect
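Read-out is the number of GFP-positive cells, scored as fluorescent objects 20 to 120 um wide, reflecting derepression of a silenced CMV-GFP reporter in murine C127i cells after 30 h compound exposure at 37 C.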
HADH2 inhib: HADH2 (human) dehydrogenase inhibition; Q99714; recombinant HADH2, NADH fluorescence, beta-hydroxybutyryl-CoA; Potency, µM (highest dose often 57.1 µM), for the others: top-dose activity change, negative = inhibition, hits mostly inhibitors; 73,000 tested, 3.4% active; AID 886; note: potency is the fitted concentration of half-maximal effect; % is set by controls: 0 for no effect and ±100 for the full control effect; nearly all actives have a fitted effect of over 60% in size; many of its hits are not listed in these tables
Target sequence (Q99714 whole entry, looked up, one chain of several): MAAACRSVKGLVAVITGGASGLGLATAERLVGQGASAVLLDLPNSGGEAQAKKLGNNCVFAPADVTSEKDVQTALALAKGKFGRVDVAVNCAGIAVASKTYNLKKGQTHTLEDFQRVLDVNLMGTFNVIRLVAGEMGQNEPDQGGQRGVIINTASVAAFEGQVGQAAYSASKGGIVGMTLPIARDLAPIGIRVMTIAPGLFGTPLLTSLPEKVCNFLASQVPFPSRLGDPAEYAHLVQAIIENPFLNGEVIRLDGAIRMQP
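E. coli-expressed His-tagged HADH2 tested at 20 nM in alkaline Tris buffer (pH 9.0); oxidation of 90 uM beta-hydroxybutyryl-CoA with 1 mM NAD+ tracked fluorimetrically for 4 min.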
Pol III holo inh: inhibitors of bacterial DNA polymerase III holoenzyme; 71,000 tested, 0.25% active; reconstituted DNA polymerase III holoenzyme replication, biochemical; Potency, µM (highest dose often 57.1 µM), for the others: at the top dose activity change, negative = inhibition; note: potency is the fitted concentration of half-maximal effect; % is set by controls: 0 for no effect and ±100 for the full control effect
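Reconstituted *E. coli* holoenzyme (0.35 nM Pol III, 1 nM beta, 154 nM SSB, 2 nM primase) was preincubated with compound for 15 min at RT. Synthesis on 1.4 nM ssM13Gori ran 35 min, then was stopped with PicoGreen/EDTA and read as dsDNA fluorescence.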
15-hLO inh: 15-hLO (ALOX15) enzyme inhibition | 74,000 tested, 1.4% active | AID 887 | Potency, µM (top dose mostly 57.1 µM), without a hit: at the top dose activity change, negative = inhibition, actives largely listed as inhibitors | purified 15hLO-1, xylenol orange hydroperoxide absorbance; note: potency is the fitted concentration of half-maximal effect; % is set by controls: 0 for no effect and ±100 for the full control effect; nearly all actives have a fitted effect of over 55% in size
Target sequence (P16050 whole entry, looked up): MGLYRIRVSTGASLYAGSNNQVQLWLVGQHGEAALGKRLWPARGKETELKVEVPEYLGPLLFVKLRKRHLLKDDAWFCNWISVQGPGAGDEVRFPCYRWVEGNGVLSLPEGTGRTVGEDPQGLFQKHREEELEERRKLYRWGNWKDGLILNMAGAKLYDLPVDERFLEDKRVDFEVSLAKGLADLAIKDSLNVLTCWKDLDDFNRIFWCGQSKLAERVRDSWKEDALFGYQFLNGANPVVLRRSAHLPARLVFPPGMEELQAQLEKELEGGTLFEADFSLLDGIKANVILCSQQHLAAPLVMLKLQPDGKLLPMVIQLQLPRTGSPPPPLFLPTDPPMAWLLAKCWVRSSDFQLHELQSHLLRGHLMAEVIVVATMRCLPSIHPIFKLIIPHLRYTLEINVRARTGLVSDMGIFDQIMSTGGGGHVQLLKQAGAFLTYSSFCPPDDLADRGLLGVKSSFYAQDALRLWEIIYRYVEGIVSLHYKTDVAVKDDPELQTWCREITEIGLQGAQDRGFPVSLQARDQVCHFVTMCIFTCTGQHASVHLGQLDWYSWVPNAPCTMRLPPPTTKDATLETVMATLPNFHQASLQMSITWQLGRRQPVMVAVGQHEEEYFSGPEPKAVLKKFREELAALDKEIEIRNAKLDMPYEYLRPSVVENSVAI
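Inhibition is scored from a chromogenic endpoint. After 15 min enzyme-compound contact, arachidonic acid (50 uM final) reacts 6 min with 40 nM 15hLO-1 at room temperature, then Fe-XO reagent is added for 30 min and absorbance ratio recorded.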
UbGFP stabilizer: ubiquitin-GFP accumulation via proteasome inhibition; Potency, µM (titrated, usually from 45.9 µM), without a hit: at the highest dose activation (GFP accumulation), hits mostly activators; AID 526; 67,000 tested, under 10 active; Ubiquitin-GFP reporter cells, proteasome inhibition, GFP fluorescence; response scale: untreated = 0%, 10 µM MG-132 = 100%; active = well fitted activation curve with a large enough effect, not every such curve was filed as active; inconclusive = small, poorly fitted or top-dose-only effect, or another doubt; inactive = no such curve, though single readings can be large or run the other way; note: potency is the fitted concentration of half-maximal effect
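U2OS cells expressing ubiquitin(G76V)-GFP, seeded overnight in 0.5% FBS medium, then treated 4 hr at 37 C across 46 uM to 2.9 nM. GFP-positive cells counted by laser cytometry (488 ex/515 em); %activity scaled between basal and 10 uM MG-132.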
Fluorescein autfl: compound autofluorescence in fluorescein spectral region. Compound autofluorescence, 480/540 nm, fluorescein-equivalent; hits give high values. max fluorescein-equivalent concentration, M. 59,000 tested, 0.91% active. AID 593; in the data active = max fluorescein-equivalent concentration above about 10 nM; inconclusive = between about 1.1 nM and that limit
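Fluorescein stocks ranging 3 mM down to 300 nM, plus DMSO blanks, were pinned alongside compounds to build a per-plate standard curve. Buffer: 100 mM Tris, pH 8.0. Incubation 15 min, room temperature; filters 480/540 nm.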
Texas Red fluor: compounds fluorescent in Texas Red spectral region; 59,000 tested, 0.06% active; max dye-equivalent concentration, M; Compound fluorescence, Texas Red channel, 547/618 nm; hits give high values; in the data active = max dye-equivalent concentration above about 10 nM; inconclusive = between about 1.1 nM and that limit
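Texas Red-region profiling: compounds in 100 mM Tris pH 8.0 were read at 547/618 nm after 15 min at room temperature. Intensities were normalized against a six-point Texas Red standard series to give dye-equivalent concentration.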
HBB splice mod: alters splicing of the hemoglobin beta chain. HBB splicing reporter cell assay, activation; EGFP reporter with mutant IVS2-654 intron; response scale: normalised to 500 nM splice-correcting PNA. Potency, µM (titrated, usually from 46.1 µM), inactives show at the highest dose activation, hits mostly activators. 65,000 tested, 0.06% active; note: potency is the fitted concentration of half-maximal effect; 0% is about no effect
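Compounds were applied for 2 days to HeLa EGFP-654 cells, 500/well in Optimem with 2% FCS. The reporter's EGFP is disrupted by mis-splicing of beta-globin intron IVS2-654. Readout: summed well GFP fluorescence from 488 nm laser scanning; reference was 500 nM antisense […] 654 PNA.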
The depositor's hits bear a star; i = inactive; ? = inconclusive; · = not tested or not shown; [ ] = another dose, or the depositor's remark. Unless noted, calls come from the whole dose curve; as a rule, active = well fitted curve in the direction sought with a large enough effect; inconclusive = small, poorly fitted or top-dose-only effect, or another doubt; inactive = no such curve, though single readings can be large; an effect the other way counts as inactive or inconclusive. Not all compounds are listed; the hit share may differ from the screen's.

SMILES	Hsp90 Hop PPI	Rhodamine autofl	4MU fluor	GFP derepression	HADH2 inhib	Pol III holo inh	15-hLO inh	UbGFP stabilizer	Fluorescein autfl	Texas Red fluor	HBB splice mod
CCCCc1nc(SCC(=O)Nc2ccc(S(N)(=O)=O)cc2)n[nH]1	-4.2%	i	i	4.3%	-5.1%	-3.7%	0.2%	-5.3%	?	i	-1.2%
CCn1c(SCC(=O)N2CCC(C(N)=O)(N3CCCCC3)CC2)nc2ccccc2c1=O	0.9%	i	i	0.3%	0.3%	-3.4%	6.5%	0.5%	?	?	-0.6%
O=C(Cn1ncc2c(=O)oc3ccccc3c21)NCCC1=CCCCC1	-4.1%	i	?	2.3%	2.5%	-10.9%	?	-0.7%	i	?	-0.5%
COc1ccc(OCc2nnc(SC(C)C(=O)Nc3nccs3)n2-c2ccccc2)cc1 (stereo unspecified)	-7.7%	i	i	3.2%	1.6%	6.4%	1.1%	5.3%	?	i	-2.4%
COc1ccc(C(=O)N2CCC3(CC2)CN(CC(C)C)C3)cc1	-1.0%	i	i	-2.3%[9.22 µM]	-5.1%	-1.9%	7.5%	-7.1%	?	i	2.5%
Cc1cc2ccccc2n1CCNC(=O)c1ccccc1	-11.3%	i	i	4.1%	-1.3%	-2.6%	-18.1%	-3.8%	?	i	-0.4%
COc1ccc(S(=O)(=O)N2CCCC(C(=O)NCc3ccco3)C2)cc1Cl (stereo unspecified)	-8.5%	i	i	2.0%	7.8%	-4.5%	-3.8%	-4.9%	i	?	-0.1%
CCOC(=O)N1CCN(C(=O)CSCC(=O)Nc2nc(-c3ccc(Cl)s3)cs2)CC1	-3.2%	i	?	-0.4%	1.3%	1.7%	-17.7%	4.3%	i	i	-0.9%
COc1ccc(-c2nnc(-c3cccnc3)o2)cc1OC	-6.6%	·	·	0.0%	-8.2%	-6.4%	3.1%	-8.7%	·	·	1.5%
CCOC(=O)C1CCN(C(=O)c2ccccc2Oc2ccccc2)CC1	-1.9%	i	i	-3.2%	-3.0%	-3.5%	-18.9%	-1.0%	i	i	-0.4%
O=C(OCC1CCCN2CCCCC12)c1ccc2c(c1)OCO2 (stereo unspecified)	-2.7%	i	i	0.8%	-14.9%	2.3%	5.9%	0.4%	i	i	0.0%[57.5 µM]
CCOC(=O)c1ccc(NC(=O)CSc2nnc(C)n2-c2ccccc2)cc1	-8.1%	i	i	0.0%	4.3%	-0.3%	-1.4%	-3.8%	i	?	0.1%
COc1ccc(NC(=O)CSc2[nH]c(=O)cc(C)c2C#N)cc1OC	-4.2%	i	i	1.6%	-2.2%	-0.3%	5.3%	-8.9%	i	i	-0.7%
Clc1ccccc1-c1nccc(NCCN2CCOCC2)n1	-5.4%	i	i	2.9%[9.22 µM]	13.4%	2.6%	17.3%	-3.3%	i	i	1.0%
Cc1cc(C)n(S(=O)(=O)Cc2ccccc2)n1	·	i	?	-0.5%[20.6 µM]	·	·	·	·	i	i	·
Cc1ccc(Nc2ncc3c(n2)CC(c2ccco2)CC3=O)c(C)c1 (stereo unspecified)	-10.2%	i	i	-1.6%	?	-3.5%	20µM*	·	?	i	-0.2%[0.369 µM]
COc1cc(NC(=O)C2C3C=CC(C3)C2C(=O)O)c(OC)cc1Cl (stereo unspecified)	-1.8%	·	·	-1.7%	-30.6%	-3.8%	-3.1%	2.9%	·	·	2.2%[9.22 µM]
CCOC(=O)N1CCN(S(=O)(=O)c2cc(C)c(C)cc2C)CC1	0.8%	i	i	-0.4%	-1.8%	-2.7%	3.6%	4.0%	i	i	-0.5%
CCOC(=O)N1CCC(N(C(=O)Nc2cccc(OC)c2)C(C)CC)CC1 (stereo unspecified)	-2.9%	i	i	2.6%	-0.4%	-2.4%	1.0%	-1.7%	i	i	-2.8%[57.5 µM]
O=C(CSc1nnc(-c2ccco2)o1)N1CCOCC1	9.7%	i	i	-1.2%	-18.6%	-3.8%	9.1%	0.0%	i	i	·
COn1c(SCc2cccnc2)nc2ccccc2c1=O	-1.9%	i	i	5.7%	3.4%	-7.1%	-2.2%	0.0%	i	?	1.4%[1.84 µM]
CC(C)COc1ccc(-c2nnc(-c3ccncc3)o2)cc1	-2.9%	i	i	1.0%	23.0%	-7.4%	-3.1%	-3.8%	i	i	-5.2%
CCn1nc(C(=O)N2CCc3ccccc3C2)c2ccccc2c1=O	-3.0%	i	?	-1.3%	6.6%	9.3%	4.0%	-3.5%	?	i	0.0%
O=c1cc(-c2ccco2)nc(-c2cccs2)o1	·	i	i	-6.5%[20.6 µM]	·	·	·	·	i	i	·
COc1ccccc1-c1cn(S(=O)(=O)c2ccc(C)cc2)nc1N	-7.9%	i	i	-3.2%	8.3%	2.9%	-9.1%	-8.5%	i	i	-0.4%
CC(C)Oc1cc(O)c2c(c1)OCC=C2CCC(=O)O	-2.7%[11 µM]	i	1.21e-08M*	-4.4%[9.22 µM]	5.4%[11.4 µM]	-7.1%[11.4 µM]	0.6%[11.4 µM]	0.8%[9.17 µM]	?	i	2.2%[9.22 µM]
c1ccc(COc2cccc(CNn3cnnc3)c2)cc1	1.0%	i	i	-0.5%	5.2%	-1.7%	15.7%	4.4%	?	i	-0.6%
CCOc1ccc2nc(NC(=O)Cn3cnc4c3c(=O)n(C)c(=O)n4C)sc2c1	-0.2%	i	i	-1.1%	4.2%	-9.8%	-3.6%	-0.9%	i	?	0.4%
Cc1c(NC(=O)c2ccc(=O)oc2)c(=O)n(-c2ccccc2)n1C	·	i	?	-1.7%[20.6 µM]	·	·	·	·	i	i	·
O=C(O)c1cccc(CSc2ncccn2)c1	-0.1%	i	i	-1.1%	-20.7%	-3.7%	-5.6%	-0.4%	i	i	-0.9%
CCOc1cc(CNc2ncnc3nc[nH]c23)ccc1OC	-2.8%	·	·	·	-17.1%	-5.5%	3.2%	0.6%	·	·	0.2%
C/C(=C1/SC(N2CCOCC2)=NC1=O)c1ccc(Br)cc1	-1.6%	·	·	-4.4%	-11.9%	-10.7%	5.8%	0.0%	·	·	-0.7%[9.22 µM]
COc1ccc(/C(O)=C2/C(=O)C(=O)N(Cc3cccnc3)C2c2ccncc2)cc1F (stereo unspecified)	-4.9%	i	?	-1.2%	-9.9%	-3.4%	-4.8%	3.3%	i	i	·
O=S(=O)(NC1CC2CCC1C2)c1ccc2c(c1)OCCO2 (stereo unspecified)	-2.1%	i	i	2.9%	11.7%	-2.1%	-22.6%	-7.7%	?	i	-2.2%
O=C(Cn1nnc(-c2cccc(C(F)(F)F)c2)n1)N1CCOCC1	-3.4%	i	i	-1.1%	7.1%	-3.8%	0.5%	-4.6%	i	?	-0.7%
CC(=O)C1=C(O)C(=O)N(c2ccc(S(N)(=O)=O)cc2)C1c1ccccc1F (stereo unspecified)	·	i	2.07e-08M*	3.8%[20.6 µM]	·	·	·	·	i	i	·
Cn1cccc1Cc1nnc(SCC(N)=O)n1-c1ccc(F)cc1	-5.9%[2.3 µM]	·	·	·	-1.1%	0.8%	-22.4%	-1.6%	·	·	-0.1%
CCN1C(=O)CC(C(=O)O)SC1=Nc1ccc(OC)cc1 (stereo unspecified)	0.5%	i	i	2.5%	7.7%	-3.6%	-0.9%	-1.3%	i	i	0.4%
CCOc1ccc2[nH]c(C)c(CN3CCN(CC)CC3)c(=O)c2c1	4.3%	i	?	1.2%	22.6%	-5.7%	2.9%	-4.2%	i	i	-0.9%
O=C(CSc1nc2ccccc2c(=O)n1CCC(=O)N1CCCCC1)NCc1ccccc1	0.4%	i	i	2.6%	-0.3%	-1.3%	3.3%	-1.9%	i	i	4.7%
CC1CCCCN1c1nc(-c2ccncc2)nc2ccccc12 (stereo unspecified)	5.0%	i	i	2.6%	-5.0%	-0.6%	?	1.6%	i	i	2.3%[1.84 µM]
C=CCn1c(Cc2nc3ccc(Cl)cc3[nH]2)n[nH]c1=S	-14.0%	i	i	6.0%	-17.8%	-1.7%	18.1%	-1.8%	?	i	1.7%[57.5 µM]

4MU fluor: what is marked active above
SMILES	Hsp90 Hop PPI	Rhodamine autofl	4MU fluor	GFP derepression	HADH2 inhib	Pol III holo inh	15-hLO inh	Fluorescein autfl
CC(C)Oc1cc(O)c2c(c1)OCC=C2CCC(=O)O	-2.7%[11 µM]	i	1.21e-08M*	-4.4%[9.22 µM]	5.4%[11.4 µM]	-7.1%[11.4 µM]	0.6%[11.4 µM]	?
CC(=O)C1=C(O)C(=O)N(c2ccc(S(N)(=O)=O)cc2)C1c1ccccc1F (stereo unspecified)	·	i	2.07e-08M*	3.8%[20.6 µM]	·	·	·	i
